Tb PGK inh: qHTS Assay to Find Inhibitors of Phosphoglycerate Kinase. Phosphoglycerate kinase, glycosomal (Trypanosoma brucei brucei), P07378. PGK/GAPDH coupled, Kinase-Glo luminescence, 60 min. Potency, µM (top dose mostly 57.5 µM), for inactives: at the top dose activity change, negative = inhibition, most hits filed as inhibitors. 0.043% of 380,000 active. AID 602233, 2012; further: potency means the concentration at half of the fitted maximal effect; on the % scale 0 is the no-effect control and ±100 the full control effect; nearly all actives have a fitted effect of over 60% in size
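Luminescent ATP detection (Kinase-Glo Plus) follows a 60-minute room-temperature incubation, with wells lacking PGK as controls. Buffer: 100 mM TEA (pH 7.6), 5 mM MgCl2, 0.01% Tween-20. Coupling enzyme GAPDH (100 nM final) supplies unstable 1,3-BPG in-well.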
BAZ2B block: qHTS Assay for Inhibitors of BAZ2B; AlphaScreen BAZ2B-H3K14Ac peptide displacement; Bromodomain adjacent to zinc finger domain protein 2B (Homo sapiens), Q9UIF8; 4.4% of 360,000 active; Potency, µM (series often up to 114 µM), without a hit: at the highest dose activity change, negative = inhibition, most hits filed as inhibitors; further: potency means the concentration at half of the fitted maximal effect; on the % scale 0 is the no-effect control and ±100 the full control effect; nearly all actives have a fitted effect of over 60% in size
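Complex of BAZ2B and biotin-H3K14Ac (50 nM apiece) forms over 30 min at RT, then faces library compounds up to 110 uM for another 30 min; AlphaScreen beads added, 20 min dark incubation, luminescence read.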
G9a block: qHTS Assay for Inhibitors of Histone Lysine Methyltransferase G9a | Histone-lysine N-methyltransferase EHMT2 (Homo sapiens), Q96KQ7 | G9a H3K9 monomethylation, AlphaScreen, 2 h | Potency, µM (series often up to 102 µM), without a hit: top-dose activity, negative = inhibition, actives largely listed as inhibitors | 8.8% of 350,000 active; further: potency means the concentration at half of the fitted maximal effect; on the % scale 0 is the no-effect control and ±100 the full control effect; nearly all actives have a fitted effect of over 75% in size
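Step 1: enzyme (final 20 nM) with compound, 15 min RT. Step 2: substrate peptide 500 nM and SAM 20 uM, 2 h RT. Step 3: anti-H3K9me1 antibody and AlphaScreen beads, 10 min, then plate read.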
JMJD2A Tudor inh: qHTS Assay for Inhibitors of JMJD2A-Tudor Domain | Lysine-specific demethylase 4A (Homo sapiens), O75164 | AlphaScreen JMJD2A-Tudor / H3K4me3 peptide binding | Potency, µM (titrated, usually from 114 µM), inactives show at the highest dose activity change, negative = inhibition, most hits filed as inhibitors | 4.4% of 390,000 active; further: potency means the concentration at half of the fitted maximal effect; on the % scale 0 is the no-effect control and ±100 the full control effect; nearly all actives have a fitted effect of over 50% in size
Target sequence (O75164 whole entry, looked up, the tested form may be a part): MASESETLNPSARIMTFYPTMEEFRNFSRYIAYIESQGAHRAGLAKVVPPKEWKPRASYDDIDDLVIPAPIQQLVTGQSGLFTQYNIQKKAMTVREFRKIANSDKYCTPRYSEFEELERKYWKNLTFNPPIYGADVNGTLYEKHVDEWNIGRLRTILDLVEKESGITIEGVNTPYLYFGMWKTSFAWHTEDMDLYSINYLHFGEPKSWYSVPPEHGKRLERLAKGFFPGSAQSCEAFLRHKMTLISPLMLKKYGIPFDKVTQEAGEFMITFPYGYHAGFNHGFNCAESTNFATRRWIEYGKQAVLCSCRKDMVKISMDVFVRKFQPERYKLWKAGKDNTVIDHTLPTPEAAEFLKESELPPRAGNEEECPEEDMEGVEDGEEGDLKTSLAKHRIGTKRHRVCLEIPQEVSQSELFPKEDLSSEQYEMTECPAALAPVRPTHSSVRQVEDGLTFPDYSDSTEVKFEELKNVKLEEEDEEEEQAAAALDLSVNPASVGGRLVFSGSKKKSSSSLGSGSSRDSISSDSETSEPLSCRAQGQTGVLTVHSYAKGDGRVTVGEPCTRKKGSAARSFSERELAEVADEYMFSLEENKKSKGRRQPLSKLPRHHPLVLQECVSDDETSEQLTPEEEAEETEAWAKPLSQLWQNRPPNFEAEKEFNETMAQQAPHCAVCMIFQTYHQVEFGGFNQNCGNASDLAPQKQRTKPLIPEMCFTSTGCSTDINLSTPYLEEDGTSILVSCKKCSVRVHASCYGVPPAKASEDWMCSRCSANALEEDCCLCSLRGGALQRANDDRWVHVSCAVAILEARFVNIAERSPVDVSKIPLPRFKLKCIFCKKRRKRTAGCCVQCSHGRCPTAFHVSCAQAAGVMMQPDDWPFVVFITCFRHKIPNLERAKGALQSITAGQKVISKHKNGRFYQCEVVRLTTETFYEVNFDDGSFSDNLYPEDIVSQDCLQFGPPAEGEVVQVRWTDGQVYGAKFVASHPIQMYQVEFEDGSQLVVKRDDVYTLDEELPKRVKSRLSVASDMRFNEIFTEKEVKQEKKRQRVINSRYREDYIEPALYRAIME
GLS inhibitor: qHTS for Inhibitors of Glutaminase (GLS); Glutaminase kidney isoform, mitochondrial (Homo sapiens), O94925; GLS enzymatic activity, qHTS titration; Potency, µM (highest dose often 45.5 µM), for the others: at the highest dose activity change, negative = inhibition, usual class: inhibitors; 0.21% of 410,000 active; AID 624170, 2012; further: potency means the concentration at half of the fitted maximal effect; on the % scale 0 is the no-effect control and ±100 the full control effect
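Assay buffer: 45 mM KH2PO4 pH 8.2, 0.02% Tween-20. hKGA acts on L-glutamine (1 mM solution added); product glutamate is reported by an oxidase/peroxidase Amplex Red coupling, with fluorescence taken at baseline and 30 min.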
PI4K2A inh: qHTS for small molecular inhibitors of PI4K2A | activity change, negative = inhibition, % at 76.9 µM | purified PI4K2A, ADP-Glo luminescence, 1 h; active compounds read low | AID 1346378, 2018 | 0.13% of 420,000 active | Phosphatidylinositol 4-kinase type 2-alpha (Homo sapiens), Q9BTU6; in the data active means activity change below about -50%; inconclusive means mostly about -30% to -49%;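 further: -100% = wells without enzyme as full effect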
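ADP-Glo luminescence measured ADP generated by PI4K2A enzyme (4 ug/mL before mixing) with 1.2 mM PI substrate (pre-mix) and 300 microM ATP (pre-mix). Tris pH7.5 buffer with MgCl2, Triton X-100; 1 h reaction at ambient temperature.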
Pol eta inh: qHTS for Inhibitors of Polymerase Eta. AID 588591, 2011. recombinant Pol eta, fluorescent DNA replication assay. Potency, µM (titrated, usually from 114 µM), for the others: top-dose activity change, negative = inhibition, most hits filed as inhibitors. 1.2% of 390,000 active; further: potency means the concentration at half of the fitted maximal effect; on the % scale 0 is the no-effect control and ±100 the full control effect
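Pol eta (10 nM) was preincubated with compounds for 15 min at room temperature, after which fluorescent replication substrate (50 nM final) was added to start the reaction. Fluorescence was read kinetically at 0 and 10 min.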
HP1b binding inh: HTS for Inhibitors of HP1-beta Chromodomain Interactions with Methylated Histone Tails; Chromobox protein homolog 1 (Homo sapiens), P83916; AlphaScreen HP1-beta / biotin-H3K9me3 peptide binding; Potency, µM (titrated, usually from 114 µM), for the others: at the top dose activity change, negative = inhibition, hits mostly inhibitors; 0.56% of 390,000 active; further: potency means the concentration at half of the fitted maximal effect; nearly all actives have a fitted effect of over 70% in size; inactives centre near 23
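Compound inhibition of the preformed complex between 50 nM HP1-beta and 50 nM biotinylated H3K9me3 peptide was read by AlphaScreen. Buffer was PBS pH 7.4 with 0.01% Tween-20. Incubations ran 30 min at room temperature, with 10 ug/mL donor/acceptor beads.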
Pin1 inh: qHTS Assay to Find Inhibitors of Pin1 | Potency, µM (doses to about 115 µM), without a hit: at the highest dose activity, negative = inhibition, most hits filed as inhibitors | Peptidyl-prolyl cis-trans isomerase NIMA-interacting 1 (Homo sapiens), Q13526 | 0.009% of 390,000 active | AID 504891, 2011 | Pin1 FP peptide displacement, HiFluor488, 10 min; active means well fitted inhibition curve with a large enough effect in the polarisation, with a control signal flat, not every such curve was filed as active; inconclusive means small, poorly fitted or top-dose-only effect, or effect the other way, or a change in a side signal; inactive means no such curve, though single readings can be large or run the other way; the % refers to the polarisation; further: potency means the concentration at half of the fitted maximal effect; on the % scale 0 is the no-effect control and ±100 the full control effect
An asterisk follows results filed as active; i = inactive; ? = inconclusive; · = no result given; & = joins results of further samples; [ ] = dose if it differs, or a comment. Unless noted, the call rests on the fitted dose curve; in most records, active means well fitted curve in the direction sought with a large enough effect; inconclusive means small, poorly fitted or top-dose-only effect, or another doubt; inactive means no such curve, though single readings can be large; an effect the other way counts as inactive or inconclusive. A portion of the library; count on the stated rates, not on these rows.

SMILES	Tb PGK inh	BAZ2B block	G9a block	JMJD2A Tudor inh	GLS inhibitor	PI4K2A inh	Pol eta inh	HP1b binding inh	Pin1 inh
COCCN(C(=S)Nc1ccccc1OC)C1CCN(C(C)C)CC1	7%	-13%	-11%[59 µM]	-11%	3%	-8	5%	17%	1%
Cc1ccc(NC(=O)c2sc3nc(CCl)[nH]c(=O)c3c2C)c(C)c1	-2%	-20%	35µM*	-29%	-13%	-22	-14%	29%	-2%
CCN(CCn1cccn1)C(=O)C1CCC(=O)N(CCc2cccc(F)c2)C1 (centres undefined)	-6%	1%	·	3%	-4%	-2	-8%	14%	-3%
COc1ccc(NC(=O)CCNS(=O)(=O)c2ccc3c(c2)CCC(=O)N3)cc1	·	7%	-1%	-20%	9%	1	10%	13%	-4%
CCOC(=O)Cc1cc(=O)n2[nH]c(-c3ccccc3)c(-c3ccccc3)c2n1	-1%	1%	-7%	-19%	0%	-4	79µM*	25%	19%
COc1ccc(Nc2cc(C(=O)NCCCN3CCOCC3)c3ccccc3n2)cc1	-1%	-30%	-26%	-32%	0%	3	-23%	2%	-3%
CCn1nnnc1SCC(=O)N(C)C1CCS(=O)(=O)C1 (centres undefined)	i	9%	-12%[2.33 µM]	5%	-10%	3	-13%	42%[activator]	0%
COc1cc(OC)cc(N2C(=O)N(CC(=O)c3ccc(F)cc3)c3ccccc3S2(=O)=O)c1	-2%	-24%	-1%[59 µM]	-27%	1%	-3	-17%	24%	22%
CCCCCCCCCC(=O)Nn1cnc2ccccc2c1=O	-5%	-12%	0%	-3%	1%	0	-19%	26%	3%
O=C(NCCc1ccccn1)C1CCCN1S(=O)(=O)c1ccc(Cl)cc1 (centres undefined)	-1%	1%	3%	-9%	4%	4	-1%	-2%	4%
CCN(CC)C(=O)CSc1nnc(-c2ccc(S(=O)(=O)N3CCCC3)cc2)o1	-1%	-2%	-5%[59 µM]	-9%	-3%	3	-11%	30%	6%
COc1ccccc1OC[C@H](O)CO	8%	-2%	-13%[12.7 µM]	-9%	4%	1	-6%	35%	1%
Cc1ccc(-c2noc(C3CCCN(C(=O)c4ccc(F)cc4F)C3)n2)cc1 (centres undefined)	i	12%	-25%	-1%	-2%	1	-12%	36%	1%
COc1cc(O)c(C(CC(=O)N2CCCC2)c2cc(OC)c(OC)c(OC)c2)c(OC)c1 (centres undefined)	-10%	1%	-13%[59 µM]	-1%&-2%	1%	2	2%	23%&30%	0%&-2%
CCOc1ccc(-n2c(SCC(=O)NCc3ccco3)nc3c([nH]c4ccccc43)c2=O)cc1	-4%	-3%	-5%[59 µM]	-16%&-10%	7%&-13%	0&8	8%&-3%	18%	-4%&1%
O=C(O)C1CCCCC1C(=O)Nc1ccc(S(=O)(=O)N2CCCCC2)cc1 (centres undefined)	-5%	-13%	23%	-12%	13%	2	6%	13%	0%
O=C(Nc1ccc(Cl)cc1Cl)N1CCN(c2ncccn2)CC1	-3%	1%	14%	10%	2%	0	-18%	38%	3%
COc1ccc(CN2C=C3C(=O)C(C)(OC(=O)CCc4ccccc4)C(=O)C=C3C=C2c2ccc(C#N)cc2)cc1 (centres undefined)	-2%	-35%	-34%[59 µM]	?	-8%	-5	1%	11%	1%
COc1ccc(C)cc1NC(=O)C1CCCN(S(=O)(=O)c2cccnc2)C1 (centres undefined)	0%	-1%	10%	-3%	3%	-4	0%	48%[activator]	0%
COC(=O)C1=C(C)NC(C)=C(C(=O)OC)C1c1ccc(OC(=O)c2oc3ccccc3c2C)c(OC)c1	i	-9%	-8%	-26%	1%	-4	-14%	18%	7%
O=C(NCC1OCCCN1S(=O)(=O)c1cc(F)ccc1F)C(=O)NC1CCCCCC1 (centres undefined)	·	-13%	-4%	-21%	-5%	0	-4%	23%	2%
COc1ccc(S(=O)(=O)N2CC(C(=O)O)Oc3ccc(Cl)cc32)cc1 (centres undefined)	10%	-19%	14%	-1%	4%	6	-13%	43%[activator]	-4%
Nc1cccc(C(=O)OCC(=O)c2ccccc2)c1	-13%	-3%	4%[59 µM]	-2%	-8%	2	-18%	21%	4%
CCOC(=O)/C(C#N)=N\Nc1ccc(S(=O)(=O)Nc2nc(C)cc(C)n2)cc1	0%	-30%	?	-2%	-9%	6	-14%	26%	-3%
C=CCC(CC(O)COCCC)C(=O)NNC(=S)Nc1ccccc1 (centres undefined)	i	-18%	?	-24%	33%[activator]	16	-3%	-15%	-10%
COc1ccc2c(c1)c1c(c(=O)n(-c3cccc(Cl)c3)c(=O)n1C)n2C	-1%	-1%	-2%[59 µM]	3%	-2%	1	-7%	38%	-3%
CC(=O)NC(Cc1ccccc1)C(=O)NC1CCN(C(=O)NCc2ccccc2)CC1 (centres undefined)	7%	-2%	9%	-8%	-3%	0	-1%	14%	-4%
O=C(CCN1C(=O)c2ccccc2C1=O)NCCN1CCOCC1	-1%	11%	?	-13%	-3%	3	3%	6%	-6%
COc1ccc(C=O)cc1Cn1ccnc1	-7%	-9%	-6%	-15%	3%	6	-9%	19%	4%
Cc1ccc(-c2cc(C(=O)Nc3c(C)n(C)n(-c4ccccc4)c3=O)c3ccccc3n2)cc1	8%	·	·	-16%	-7%	3	-4%	2%	0%
CC(Oc1ccc2c(-c3ccccc3)cc(=O)oc2c1)C(=O)N1CCC[C@@H]1C(N)=O (some centres undefined)	-4%	-8%[57.1 µM]	·	-16%	-3%	-2	-7%	36%	-13%
COc1cc2c(c(OC)c1)C(c1cc(OC)c(OC)c(OC)c1)CC(=O)N2 (centres undefined)	-3%	-10%	6%[59 µM]	-18%	-1%	0	-5%	17%	4%
Cc1ccsc1C1Nc2ccc3ncccc3c2C2=C1C(=O)CCC2 (centres undefined)	6%	-29%	-11%[12.7 µM]	3%	-20%	2	-22%	31%	2%
CCc1nnc(NC(=O)C2CCN(c3nc(C)cc(C)n3)CC2)s1	-9%	-5%	-7%	-2%	-5%	6	-5%	28%	6%
Nc1[nH]ncc1C(=O)Nc1cccc(C(F)(F)F)c1	-6%	-2%	7%[59 µM]	0%	5%	0	-2%	22%	2%
CN(Cc1cccnc1)C(=O)CC1C(=O)NCCN1Cc1ccc(-c2ccccc2)cc1 (centres undefined)	0%	·	50µM*	-24%	0%	-1	-4%	23%	0%
C[C@H](NC(=O)C1CCN(S(=O)(=O)c2ccccc2)CC1)C(=O)NCc1ccc(Cl)c(Cl)c1	8%	-25%	45%	-24%	-4%	-2	-13%	8%[57 µM]	-4%
CCc1cc2c(Nc3ccc(O)cc3)nc(C)nc2s1	-8%	-19%	·	-15%	16%	2	-26%	30%	2%
C/C(=N\NC(=O)c1nn(C)cc1Br)c1cccc(NC(=O)C2CCCC2)c1	-8%	26%	31%[59 µM]	5%	16%	1	0%	34%	-7%
COc1ccc(C(=O)Nc2cc(OC)c(NC(=O)c3ccco3)cc2OC)cc1	·	-4%	?	-18%	1%	-11	-15%	16%	34%[activator]
CC(=O)c1cccc(N(CC(=O)Nc2cccnc2)S(C)(=O)=O)c1	4%	3%	0%[2.33 µM]	-5%	2%	1	1%	28%	1%
CC(C)CCN(C)C1CCN(S(=O)(=O)c2cccc(C(F)(F)F)c2)CC1	-4%	4%	?	-9%	13%	1	-14%	39%[activator]	-3%
O=C(C(=O)c1ccc(O)cc1)c1ccccc1	5%	0%	21%	-2%	-1%	-4	-13%	16%	11%
COc1ccc2c(c1)CC(C(=O)NCCc1ccc(S(N)(=O)=O)cc1)CO2 (centres undefined)	-6%	-6%	8%[59 µM]	1%	1%	1	-10%	29%[57 µM]	1%
COc1ccc(OC)c(S(=O)(=O)NC(C)c2cnn(-c3ccccn3)c2C)c1 (centres undefined)	i	2%	57%[activator]	-6%	-6%	-5	-13%	48%[activator]	0%
C=C(C)COc1ccc(-c2[nH]ncc2-c2ccc(OC)cc2)c(O)c1	i	-15%	23%[59 µM]	?	4%	-4	-29%	14%	-7%
Cc1nnc(N/N=C/c2ccc(Br)cc2)n1N	-3%	10%	-4%[0.501 µM]	-22%	0%	-30	-5%	15%	2%
C[C@@H]1COC(=O)[C@@H](CC(=O)OC(C)(C)C)C/C=C\C[C@H](CC(=O)NCCO)C(=O)N1	-11%	·	·	-30%	6%	-1	-15%	41%[activator]	-5%
COC(=O)c1ccc(-c2nc3ccc(C)cc3o2)cc1	4%	-1%	15%	1%	3%	-4	1%	41%[activator]	0%
COc1ccc(OC)c(NC(=O)c2cccnc2)c1	7%	10%	12%[0.501 µM]	-11%	1%	0	-7%	20%	1%
